Assay outcomes deposited in PubChem BioAssay by several laboratories.
PolyA inh: yeast polyadenylation inhibition | AID 1875 | calls only at 12 µM | S. cerevisiae SKY197-pL101 polyadenylation reporter, beta-gal luminescence; efflux-impaired pdr1/pdr3 knockout yeast; score 100 = 6 SD above DMSO | 300,000 tested, 0.02% active;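 active = lowest replicate activity score at least 50, where 100 means six control SD above control mean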;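 also: yeast exposed to compound for 9 h at 30 °C; higher score means more reporter readthrough which indicates perturbed polyadenylation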
HDAC3 inh: blocks human histone deacetylase 3; 320,000 tested, 0.15% active; recombinant HDAC3, fluorogenic peptide/trypsin coupled, fluorescence; O15379; inhibition, % at 8.3 µM; in the data active = inhibition above about 26%, passing the limit was not always enough
Target sequence (O15379 whole entry, looked up): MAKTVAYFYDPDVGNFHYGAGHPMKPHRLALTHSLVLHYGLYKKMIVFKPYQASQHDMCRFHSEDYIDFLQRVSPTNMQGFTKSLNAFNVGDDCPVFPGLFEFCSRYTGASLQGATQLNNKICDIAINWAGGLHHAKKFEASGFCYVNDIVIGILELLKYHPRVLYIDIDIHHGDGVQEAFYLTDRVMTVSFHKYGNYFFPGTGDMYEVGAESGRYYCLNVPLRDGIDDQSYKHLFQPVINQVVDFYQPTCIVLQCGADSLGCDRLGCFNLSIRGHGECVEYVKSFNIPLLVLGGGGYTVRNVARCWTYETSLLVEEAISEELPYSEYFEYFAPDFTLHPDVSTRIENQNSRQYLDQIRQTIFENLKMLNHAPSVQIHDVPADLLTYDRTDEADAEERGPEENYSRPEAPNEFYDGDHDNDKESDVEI
GSK3 alpha inh: human GSK-3 alpha kinase inhibition; 320,000 tested, 0.1% active; P49840; ADP-Glo luminescence, 60 min; inhibition, % at 10 µM;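 in the data active = inhibition above about 50%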;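 also: GST-tagged GSK-3 alpha with peptide substrate and 25 µM ATP; 0% = DMSO neutral wells and 100% = GW8510 positive control wells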
GSK3beta inhib: inhibitors of human GSK3beta kinase; 300,000 tested, 0.038% active; activity score (negative = inhibition), % at 10 µM; GST-GSK3beta kinase, ADP-Glo luminescence, 60 min; stronger effect = lower value;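 active = more than half of replicate wells score below -50%, meaning over 50% inhibition versus plate controls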;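 also: 0% = median DMSO wells and -100% = median GW8510 positive control wells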
Target sequence (P49841 whole entry, looked up): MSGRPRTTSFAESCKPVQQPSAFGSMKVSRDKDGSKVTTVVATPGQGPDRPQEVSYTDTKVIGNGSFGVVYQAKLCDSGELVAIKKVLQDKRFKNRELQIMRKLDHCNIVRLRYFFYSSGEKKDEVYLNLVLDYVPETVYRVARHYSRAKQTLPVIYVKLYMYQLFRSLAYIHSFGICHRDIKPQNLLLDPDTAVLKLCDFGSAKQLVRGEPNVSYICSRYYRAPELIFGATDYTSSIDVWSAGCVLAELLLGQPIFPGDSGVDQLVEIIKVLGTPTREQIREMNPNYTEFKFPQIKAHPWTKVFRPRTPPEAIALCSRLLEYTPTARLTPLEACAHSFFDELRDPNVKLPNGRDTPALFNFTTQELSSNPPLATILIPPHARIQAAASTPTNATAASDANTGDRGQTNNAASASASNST
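Test system: GST-fused GSK3beta enzyme, cell-free | Quantity: 1.6 ng GST-GSK3beta enzyme per well | Reagent: 25 µM ATP with peptide substrate | Schedule: 60 min enzyme reaction, room temperature | Signal: Luminescent ADP-Glo measurement of ADP formed | Read-out basis: Score relative to plate controls | Control set: DMSO and 20 µM GW8510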
AI-2 QS modul: Vibrio harveyi AI-2 quorum sensing modulation; Vibrio harveyi JMH597 AI-2 luminescence/OD600 ratio, 9 h; stronger effect = lower value; strain lacks LuxN and CqsS sensors; 0 = neutral-control median; activity change, % at 7.5 µM; 300,000 tested, 0.4% active; AID 2094; in the data active = activity change below about -75%, passing the limit was not always enough;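 also: luminescence divided by OD600 gain over 9 h not by final OD600 alone; inactives centre near 13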
HSF1 inhib: HSF1 inhibition. activity change, negative = inhibition, % at 7.5 µM (by protocol). AID 2098. NIH3T3-HGL HSE-luciferase, MG132-induced, luminescence 8 h; stronger effect = lower value. 300,000 tested, 0.77% active;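 active = more than half of replicate wells show activity change below -50%, luminescence cut by over half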;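 also: luciferase reports HSF-1 transcriptional activity via heat shock element; 0% = median of DMSO wells and -100% = zero luminescence signal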
HSP90 refold inh: blocks HSP90-mediated luciferase refolding in reticulocyte lysate. Rabbit reticulocyte lysate, luciferase refolding luminescence, 3 h. inhibition, % at 5.6 µM. 290,000 tested, 0.91% active. AID 1789;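 active = inhibition above the screen-wide mean plus 3 SD, computed separately per campaign, cut at about 16% in these data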;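 also: 0% = DMSO wells and 100% = 60 µM geldanamycin wells; inhibitors lower the luminescence because luciferase stays unfolded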
Platelet DG rel: modulates dense granule release in human platelets. human platelet-rich plasma, SFLLRN dense granule ATP release, luminescence. inhibition, %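 (compounds screened at 7.5 µM in platelet-rich plasma)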. 300,000 tested, 0.22% active. AID 1663;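 active = mean replicate score, as percent of positive control, at or above 50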
Dyrk1A ADPGlo: inhibitors of rat Dyrk1A kinase. Q63470. ADP-Glo luminescence, NFATc1 peptide. inhibition, % at 12.5 µM. 310,000 tested, 0.43% active. AID 504441; in the data active = inhibition above about 50%;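 also: plate controls were vehicle with enzyme for no effect and no enzyme for full effect; many of its hits are not listed in these tables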
HSF-1 act: increases HSF-1 driven luciferase reporter signal; NIH3T3-HGL HSF-1 luciferase reporter, MG132, 8 h; 100% = twice DMSO control signal; activation, % at 9 µM; 300,000 tested, 1.7% active;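 active = mean replicate activation of at least 50% with a set share of replicates each reaching 50%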;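 also: 0% = median of the neutral control wells and 100% = twice that signal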
The depositor's hits bear a star; i = inactive; · = no result given. An excerpt; count on the stated rates, not on these rows.

PolyA inh	HDAC3 inh	molecule	GSK3 alpha inh	GSK3beta inhib	AI-2 QS modul	HSF1 inhib	HSP90 refold inh	Platelet DG rel	Dyrk1A ADPGlo	HSF-1 act
i	6	Cc1cc(=O)oc(C)c1C(=O)OCC(=O)c1ccc2ccccc2c1	1	3	13	5	-2	1	-3	35
i	3	C/C(=N/O)c1ccc2c(c1)OCCOCCOc1cc(/C(C)=N/O)ccc1OCCOCCO2	1	0	14	-1	-2	0	-3	15
i	2	CCOC(=O)N1CCC2(CC1)CC(=O)c1cc(O)ccc1O2	2	1	26	-4	-3	-2	2	8
i	-8	CC(C)CCn1c(=O)c2ccccc2n2c(CCC(=O)NC3CCN(Cc4ccccc4)CC3)nnc12	2	1	8	3	-4	-3	-3	-4
i	-1	O=C(Nc1cccc(Cl)c1)c1cnc[nH]1	-1	-3	24	11	-4	7	22	22
i	2	C=CCn1c(SCC(=O)N2CCN(C(=O)c3ccco3)CC2)nc2sc(CC)cc2c1=O	-3	1	18	-1	2	4	-3	10
i	2	Cc1ccc(C)c(NC(=S)N2CCC(NC(=O)c3ccco3)CC2)c1	0	·	·	-5	1	-4	15	4
i	2	COc1ccc(/C=N\NC(=O)CNC(=O)C2COc3ccccc3O2)cc1[N+](=O)[O-] (stereo not given)	-4	-1	12	-1	-6	-5	-6	10
i	4	CCOc1cc(C(=S)N2CCCC2)ccc1OC	-47	2	13	-4	-3	4	-3	3
i	3	COc1cccc(CN2CCN(c3nc4nonc4nc3N3CCCCC3)CC2=O)c1	-1	13	10	-4	3	4	-1	1
i	3	COc1ccc(/C=C(\NC(=O)c2ccc(Cl)cc2)C(=O)NCC2CCCO2)cc1OC (stereo not given)	1	-1	8	-1	-2	-7	1	6
i	1	O=C1CC(N2CCN(C(c3ccccc3)c3ccccc3)CC2)C(=O)N1 (stereo not given)	-2	2	13	-6	4	-1	4	0
i	-2	CCCCN(CCCC)NC(=O)c1ccccc1	-1	-2	11	4	-2	4	-4	3
i	8	COc1ccc(NC(=O)c2cc3n(n2)C(C(F)(F)F)CC(c2ccc(OC)cc2)N3)cc1 (stereo not given)	1	-1	23	-14	4	-1	4	-23
i	-1	Cc1cc(C(C)(C)C)cc(C)c1C(=O)O	0	5	22	0	3	-5	-10	3
i	0	COc1ccc(CCC(=O)N2CCCc3ccccc32)cc1	0	·	·	-2	-3	2	3	12
i	5	CCc1cccc(CC)c1NC(=O)CN1CCc2cc(OC)c(OC)cc2C1	0	2	11	-9	1	2	·	-20
i	-5	CCN1C(=O)c2cccc3c(S(=O)(=O)NC(Cc4ccccc4)C(=O)O)ccc1c23 (stereo not given)	0	-1	8	-9	7	-29	0	4
i	2	O=C(Cn1c(=O)sc2ccccc21)Nc1ccc(S(=O)(=O)N2CCCC2)cc1	0	2	-97*	-9	2	1	-1	-3
i	5	CCN(CC)S(=O)(=O)c1ccc(S(=O)(=O)N(Cc2ccccn2)Cc2ccco2)cc1	-3	3	25	-7	2	-8	-11	9
i	-2	Cc1nn(C)cc1NC(=O)c1ccc(Br)o1	2	-1	35	-1	5	10	5	-6
i	14	Cc1cc(C(=O)COC(=O)Cc2n[nH]c(=O)c3ccccc23)c(C)n1-c1cccc(C(F)(F)F)c1	-1	-2	12	-15	-3	-12	2	-7
i	2	CCCCNc1nnc(SCC(=O)N2CCN(S(=O)(=O)c3ccc4ccccc4c3)CC2)s1	·	-2	43	14	2	-2	0	49
i	6	CCC(C)(C)NC(=O)C1CCCN(S(=O)(=O)c2ccc3c(c2)CC(C)N3C(=O)C2CC2)C1 (stereo not given)	-3	2	20	4	3	4	-5	4
i	·	Cc1ccc(C(=O)c2ccc([N+](=O)[O-])cc2)cc1	-1	2	13	4	0	-1	0	2
i	13	Cc1ccc(Nc2c([N+](=O)[O-])c(=O)n(C)c3ccccc23)cc1	9	-1	17	-4	-1	1	5	-6
i	-4	CC(OC(=O)c1ccccc1NS(=O)(=O)c1cccc(C(F)(F)F)c1)C(=O)N(C)Cc1ccccc1 (stereo not given)	0	1	8	11	2	-2	4	28
i	8	COc1nn(-c2ccccc2)c(=O)c(Cl)c1Cl	-1	3	-23	-93*	-5	9	-1	-94
i	-2	CCOc1ccc(-c2c(C(=O)N/N=C/C3CCCCC3)nnn2-c2nonc2N)cc1	1	-1	·	3	1	-4	-4	-3
i	2	Cc1ccc(CNC(=O)Cc2ccc(-n3cccc3)cc2)cc1	0	2	18	4	-4	2	-2	9
i	3	COc1cc(C(=O)O/N=C(\N)c2ccncc2)cc(OC)c1OC	2	0	27	-2	-2	1	·	-21
i	-6	CC1=CC(C)C2(CO)COC(c3cccnc3)C1C2C (stereo not given)	-4	4	4	-14	7	10	-6	-34
i	-5	CC1Sc2ccc(S(=O)(=O)N3CCC(C(=O)NCc4ccco4)CC3)cc2NC1=O (stereo not given)	0	-2	25	-2	-4	0	-5	3
i	1	O=C(COC(=O)CC12CC3CC(CC(C3)C1)C2)Nc1ncc(Cl)cc1Cl	-2	2	20	3	1	5	22	25
i	0	COC(=O)CNC(=O)C(Cc1ccccc1)NS(=O)(=O)c1ccc2c(c1)c(=O)n(C)c(=O)n2C (stereo not given)	-1	2	16	2	2	0	2	-11
i	-4	COc1ccccc1CN1CCC(CNS(=O)(=O)c2cc(-c3cc(C)no3)ccc2C)CC1	2	1	2	9	-5	0	0	4
i	2	Cc1ccccc1C1C(C#N)=C2N=C(N)c3c(sc4c3CCCCC4)N2C2=C1C(=O)CC(C)(C)C2 (stereo not given)	-1	-2	27	5	2	4	2	27
i	1	CCCCn1c(N)c(N(CC(C)C)C(=O)C2CC(=O)N(c3ccc(C)cc3)C2)c(=O)[nH]c1=O (stereo not given)	0	13	9	-2	·	-8	4	0
i	-3	O=C(N/N=C/c1ccc(-c2cccc([N+](=O)[O-])c2)o1)[C@H]1C[C@@H]1c1ccccc1	-1	-1	15	-1	5	-38	-8	-18
i	1	COc1ccc(N2CCN(C(=O)C3=NNC(=O)CC3)CC2)cc1	-1	-3	21	-2	-1	-1	1	-2
i	1	COc1ccc(-n2c(=O)cc(N3CCOCC3)[nH]c2=O)cc1	-2	1	9	0	0	11	1	0
i	3	Cc1cnc(C(=O)N2CCCC(C(=O)c3cccc(OC(C)C)c3)C2)cn1 (stereo not given)	-1	5	23	-7	-1	-2	6	0
i	4	O=C(Nc1cccc([N+](=O)[O-])c1)N1CCCc2ccccc21	-1	4	-5	0	8	4	12	-6
i	7	CCOC(=O)C1(Cc2ccccc2C(F)(F)F)CCN(C(C)CCn2cccn2)CC1 (stereo not given)	-1	4	10	-10	0	-1	6	-8
i	5	Oc1ccc(-c2csc(-c3ccccc3)n2)cc1O	12	-5	10	105	0	12	55*	155*
i	-4	CCc1nnc(NC(=O)c2ccc(S(C)(=O)=O)cc2)s1	-2	-1	17	5	-1	-3	2	9
·	1	O=C1CCC(C(=O)Nc2nnc(C3CC3)s2)=NN1	-1	4	37	3	-4	4	-2	-1
i	8	CCOc1ccc(OCc2cccc(C(=O)Nc3ccc(CN4CCCCC4)cc3)c2)cc1	1	-1	10	-37	5	-3	0	-41
i	-2	C=CCNC(=O)CC12CC3CC(C1)CC(CC(=O)NCC=C)(C3)C2	0	1	33	-1	4	2	4	-8
i	-4	COc1ccc(S(=O)(=O)n2nc(OC(=O)c3ccncc3)cc2N)cc1	-4	1	-6	-5	5	-5	4	-24
i	1	COc1cc(NC(=O)Cn2c([N+](=O)[O-])cnc2C)c(OC)cc1Cl	0	0	1	-4	-5	13	-3	3
i	6	O=C(Cn1nnc(-c2ccc(Cl)cc2)n1)NCCC1=CCCCC1	0	1	13	-3	1	-5	0	0
i	-39	CC1=C(Cl)C2=NS(=O)(=O)CCN2C=C1Cl	-2	1	17	-13	-2	-8	5	0
i	-1	Cc1cccc(NC(=O)c2ccc(COc3ccccc3)o2)n1	-2	1	5	8	-3	15	1	20
i	-9	COc1ccc(/C=N/NC(=O)c2ccncc2)c(OC)c1	0	-3	11	1	-3	-1	4	10
i	·	COC(=O)c1ccc(-n2nnnc2SCC(=O)Nc2ccccc2C(=O)OC)cc1	·	2	8	-3	5	-6	0	31
i	-2	CC(C)[C@H](NC(=O)N1CCC(Cc2ccccc2)CC1)C(=O)O	-1	2	-5	-6	0	-5	1	-7
i	-7	CCN1C(=O)C(O)(CC(=O)c2ccc(-n3cccc3)cc2)c2ccccc21 (stereo not given)	-1	1	20	-3	-1	3	1	-3
i	-5	Cc1ccc(NC(=O)Cn2ccsc2=N)cc1S(=O)(=O)N(C)C	-1	2	23	-12	4	-1	-1	0
i	-6	NC(=O)COC(=O)CNC(=O)c1sc2ccccc2c1Cl	0	3	20	-2	4	3	1	-9

An excerpt of these results, with tabs:
Compound	PolyA inh	HDAC3 inh	GSK3 alpha inh	GSK3beta inhib	AI-2 QS modul	HSF1 inhib	HSP90 refold inh	Platelet DG rel	Dyrk1A ADPGlo	HSF-1 act
O=C(Cn1nnc(-c2ccc(Cl)cc2)n1)NCCC1=CCCCC1	i	6	0	1	13	-3	1	-5	0	0
CC1=C(Cl)C2=NS(=O)(=O)CCN2C=C1Cl	i	-39	-2	1	17	-13	-2	-8	5	0
Cc1cccc(NC(=O)c2ccc(COc3ccccc3)o2)n1	i	-1	-2	1	5	8	-3	15	1	20

(continued)
PolyA inh	HDAC3 inh	molecule	GSK3 alpha inh	GSK3beta inhib	AI-2 QS modul	HSF1 inhib	HSP90 refold inh	Platelet DG rel	Dyrk1A ADPGlo	HSF-1 act
i	-196	CSc1nnc(-c2cccn(Cc3ccccc3)c2=O)o1	1	-3	24	-2	0	0	7	-11
i	-2	Cc1ccc(S(=O)(=O)/N=C(/Nc2ccccn2)c2ccc(Cl)cc2)cc1	18	5	29	9	1	2	2	19
i	6	COc1ccc(C(=O)OCC(=O)NCc2ccccc2)c(OC)c1OC	-2	2	12	-5	2	-10	1	13
i	·	CC(NC(=O)Cn1c(=O)oc2cc(S(=O)(=O)N3CCCC3)ccc21)c1ccccc1 (stereo not given)	·	1	30	1	-2	15	13	0
i	17	COCCN(C(=O)c1ccc(-c2ccc(Cl)cc2)o1)c1c(N)n(Cc2ccccc2)c(=O)[nH]c1=O	1	4	-7	1	·	3	6	-2
i	-10	c1csc(CNc2nc(-c3cccs3)nc3ccccc23)c1	-1	4	35	-3	3	3	·	8
i	0	Cc1cc2ncn(C(=O)c3c(-c4ccccc4Cl)noc3C)c2cc1C	0	1	3	-22	4	3	7	-38
i	2	Cc1cc(C)c(C(=O)CN2C(=O)NC3(CCCCCC3)C2=O)cc1C	-3	2	-6	12	0	0	0	8
i	-3	CC(C)n1c(-c2cccnc2)nc2cnccc21	5	8	11	-11	0	3	9	-23
i	0	Cc1cccc(NC(=O)COC(=O)c2ccc([N+](=O)[O-])o2)c1C	-1	2	13	-3	5	-8	·	-1
i	1	CC1CC(C)CN(C(=O)C2CC(=O)N(c3ccc(F)cc3)C2)C1 (stereo not given)	-1	4	17	8	1	1	-5	6
